# S3 lipid droplet: qHTS Assay for Lipid Storage Modulators in Drosophila S3 Cells | lipid storage change, negative = inhibition, % at the top dose, mostly 46.1 µM; hits show Potency in µM | 320,000 compounds, 0.64% hits | Drosophila S3 cells, BODIPY lipid droplet fluorescence, 18-24 h; cells fed with added oleic acid; active means well fitted inhibition curve with a large enough effect in the signal ratio, with a control signal flat, not every such curve was filed as active; inconclusive means small, poorly fitted or top-dose-only effect, or effect the other way, or a change in a side signal; the % refers to the signal ratio
#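 Laser-scanning cytometry quantifies lipid droplet accumulation (500–530 nm total intensity; droplet/cell object ratio) in oleic acid-fed (400 uM added) Drosophila S3 cells treated with a concentration series. 20 uM Triacsin C defined 100% inhibition.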
# S3 lipid droplet cell count max: further read-out of S3 lipid droplet, marked with its call; cell number change, %; measured here: cell count max response;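 cells counted by Cell Tracker Red CMTPX staining in the red channel; peak over a dose series mostly up to 46.1 µM; percent activity relative to internal control wells on each plate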
# * hit, by the source's call; i = inactive; ? = inconclusive; . = not tested or not shown; [ ] = another dose, or the depositor's remark. On the % scale 0 is the no-effect control and ±100 the full control effect; potency means the concentration at half of the fitted maximal effect.
nr	molecule	S3 lipid droplet	S3 lipid droplet cell count max
1	O=C(Nc1ccccc1)/C(=C/c1ccc2c(c1)OCO2)NC(=O)c1ccco1	19.1%	28.6
2	O=c1cc(N2CCc3ccccc32)[nH]c(=O)n1-c1ccc(Br)cc1	?	.
3	CCC(CO)n1c(SCc2cc([N+](=O)[O-])cc3c2OCOC3)nc2ccccc2c1=O (stereo not given)	?	.
4	O=C(c1ccc(Cl)c(S(=O)(=O)N2CCCCCC2)c1)N1CCOCC1	?	.
5	Cc1cc(C(F)(F)F)nc(SCC(=O)NC2CCCCC2)n1	?	.
6	COc1cc(C)nc(OCCNS(=O)(=O)c2cc(C)ccc2C)n1	?	.
7	NS(=O)(=O)c1ccc(NC(=O)COC(=O)CCC2CCCC2)cc1	-7.3%	-0.1
8	O=C(NCCCN1CCOCC1)C1(c2ccccc2)CCCC1	i	-15.4
9	CN(C1=NS(=O)(=O)c2ccccc21)c1ccc(OC(=O)c2ccccc2)cc1	?	.
10	CC(C)c1cc(C(C)C)c(S(=O)(=O)NNC(=O)c2ccncc2)c(C(C)C)c1	?	.
11	CC1CC(=O)Nc2ccccc2N1C(=O)Nc1ccc(F)cc1 (stereo not given)	-2.3%	-26.2
12	Cc1ccc(-c2nn(C)c(=O)c3ccccc23)cc1CNC(=O)Cn1nc(-c2ccccc2)c2ccccc2c1=O	?	.
13	COc1cc(Nc2nc(-c3ccccc3)c3cc(C)ccc3n2)cc(OC)c1OC	?	.
14	CCNC(=O)C(CC(C)C)NC(=O)C(CO)NC(=O)C1CCC(=O)N1 (stereo not given)	-12.8%	-4.9
15	CC(=O)C1=C(O)C(=O)N(Cc2ccccc2)C1c1ccc([N+](=O)[O-])cc1 (stereo not given)	?	.
16	Nc1nc(-c2cccs2)cs1	1.5%	2.4
17	Cc1cccn2c(=O)c(/C=C(\C#N)C(=O)NCc3ccco3)c(N3CCCCCC3)nc12	-0.5%	4.9
18	CCCCc1cc(=O)oc2c(C)c(OCC(=O)NCC3CCC(C(=O)O)CC3)ccc12 (stereo not given)	?	.
19	CC1CCCN(C(=O)C(Cc2ccccc2)n2cccc2)C1 (stereo not given)	?	.
20	CCN(CC)S(=O)(=O)c1cc(NS(=O)(=O)c2ccccc2)ccc1C	?	.

# Taken from above.
# cpd 11 | S3 lipid droplet cell count max: -26.2
# cpd 1 | S3 lipid droplet cell count max: 28.6

# The list continues:
nr	molecule	S3 lipid droplet	S3 lipid droplet cell count max
21	COc1ccccc1-n1cnnc1SCC(=O)NCC1CCCO1 (stereo not given)	5.2%	2.8
22	CC(C)c1ccccc1NC(=O)CC1(CC(=O)O)CCCC1	-10.9%	2.3
23	c1ccc(-c2nc3nonc3c3nc4ccccc4n23)cc1	?	.
24	CCOc1ccccc1N1CC(C(=O)Nc2cc(S(C)(=O)=O)ccc2Cl)CC1=O (stereo not given)	?	.
25	CC(C)(C)NC(=O)CSc1nc(N)cc(=O)[nH]1	?	.
26	NC(=O)COC(=O)c1ccccc1OCc1ccccc1	?	.
27	COc1ccc(Cl)cc1NC(=O)CSc1nnc(Cc2cccn2C)n1-c1ccc(F)cc1	-11.8%	-16.6
28	O=C(CN1CCOCC1)Nc1ncccn1	?	.
29	O=C1COc2ccc(C(=O)COC(=O)c3nc(Cl)ccc3Cl)cc2N1	?	.
30	Cc1cccc(N2CCN(C(=O)c3cccn4c(=O)c5c(C)c(C)sc5nc34)CC2)c1C	i	-19.0
31	NC(=O)c1ccc(NC(=O)COC(=O)C2CC(=O)N(Cc3ccccc3)C2)cc1 (stereo not given)	?	.
32	Cc1nn(C)c(C)c1C1Nc2ccccc2C(=O)N1O (stereo not given)	3.5%	7.7
33	O=C(NCCc1cccnc1)C1CCC(=O)N(Cc2ccc(Cl)cc2)C1 (stereo not given)	?	.
34	COc1ccc(/C=C(\CC(=O)O)c2nc3ccccc3o2)cc1	?	.
35	Cc1oc(/N=C/c2ccc3c(c2)OCO3)c(C#N)c1C	?	.
36	Cc1ccc(NC(=O)c2cc(CC(C)C)nc3ccccc23)cc1	?	.
37	COC(=O)CNC(=O)COC(=O)/C=C/c1ccc(F)cc1	?	.
38	CC1(C)Cc2cccc(OCC(=O)N3CCN(c4ccc([N+](=O)[O-])cc4)CC3)c2O1	-13.3%	6.8
39	Cc1cc2ccccc2c(=O)n1CC(=O)NCC(=O)N(C)C1CCCCC1	i	19.8
40	Cc1ccc2nc(Cl)c(CN(C(=O)c3cnccn3)C3CCCCC3)cc2c1	?	.

# Fetched by compound from above:
nr	molecule	S3 lipid droplet	S3 lipid droplet cell count max
39	Cc1cc2ccccc2c(=O)n1CC(=O)NCC(=O)N(C)C1CCCCC1	i	19.8
29	O=C1COc2ccc(C(=O)COC(=O)c3nc(Cl)ccc3Cl)cc2N1	?	.
36	Cc1ccc(NC(=O)c2cc(CC(C)C)nc3ccccc23)cc1	?	.
33	O=C(NCCc1cccnc1)C1CCC(=O)N(Cc2ccc(Cl)cc2)C1 (stereo not given)	?	.

# Later entries.
nr	molecule	S3 lipid droplet	S3 lipid droplet cell count max
41	CCOc1ccc(C(C(=O)NC(C)(C)C)N(CCOC)C(=O)CCC(=O)Nc2nccs2)cc1 (stereo not given)	?	.
42	Cc1cccc(C)c1NC(=O)Cn1c(=O)n(CCC(=O)NCc2ccco2)c(=O)c2sccc21	3.2%	-10.3
43	CCOc1cccc(C(=O)Nc2ccc(NC(=O)c3ccccc3)c(C)c2)c1	?	.
44	Cc1cc(NC(=O)C2C3C(=O)N(CC4CCCO4)C(C(=O)NCc4ccccc4)C34C=CC2(C)O4)no1 (stereo not given)	8.7%	10.2
45	Cc1cc(C)n2c(Br)c(CN3CCCC(C)C3)nc2n1 (stereo not given)	?	.
46	COCCNC(=O)CN(C(=O)Cn1nnc2ccccc21)c1ccccc1C	-4.3%	13.5
47	COc1cccc(NC(=O)CSc2nc3ccccc3c(=O)n2CCCC(=O)N2CCCC2)c1	?	.
48	CN1CCOc2cc(S(=O)(=O)Nc3ccc(F)cc3)ccc21	?	.
49	O=S(=O)(NCCS(=O)(=O)N1CCN(c2ccccc2)CC1)c1ccccc1	2.8%	16.5
50	COc1ccc(CC(NC(C)=O)C(=O)N2CCN(C(=O)Nc3cccc(Cl)c3)CC2)cc1OC (stereo not given)	?	.
51	CCc1noc(C)c1C(=O)N1CCN(S(=O)(=O)c2ccc(Br)cc2Cl)CC1	22.3%[0.0737 µM]	.
52	Cc1cc(NC(=O)CCN2C(=O)C3C4CCC(C4)C3C2=O)c(C)cc1Br (stereo not given)	?	.
53	CCOC(=O)C1CCCN(C(=O)c2ccc3oc(CCc4ccccc4)nc3c2)C1 (stereo not given)	?	.
54	Cc1nc(N)nc(Nc2ccc(C#N)cc2)c1Br	0.8%	10.0
55	COc1cccc(N2CC(=O)Nc3c(oc4nc(-c5ccccc5)cc(C)c34)C2=O)c1	5.8%	-1.0
56	COc1ccc(-c2ccc(C(C)=O)cc2)cc1[C@H]1[C@@H]2C=CCC[C@@]2(C)C(=O)N1Cc1ccccc1	?	.
57	CC(=O)c1ccc(NC(=O)CSCC(=O)Nc2ccc3ccccc3c2)cc1	?	.
58	COC(=O)c1cccnc1-n1c(=O)c2cccnc2n(Cc2cccc(OC)c2)c1=O	?	.
59	COc1ccc(CN2CCN(C3CCOCC3)CC2CCO)c(C)c1C (stereo not given)	-6.0%	1.2
60	CN1CCN(CCCNC(=O)c2ccc(/C=C3\Sc4ccccc4N(Cc4ccc(F)cc4)C3=O)cc2)CC1	?	.
61	CCOC(=O)C1NC(=O)CC1c1ccccc1 (stereo not given)	-15.3%	3.9
62	O=C(CN1CCN(c2ccccn2)CC1)NC1CCCCC1	17.7%	12.4
63	O=C(Nc1nc(-c2ccc(S(=O)(=O)N3CCCCCC3)cc2)cs1)c1cccs1	i	.
64	CCCCOC(=O)CCn1c(=S)oc2ccccc21	?	.
65	O=C(Nc1ccccc1)NN1CC(=O)N(c2ccc(Cl)cc2)CC1=O	-8.9%	-15.4
66	Cc1ccc(CSCC(=O)N(C)CC(=O)Nc2ccc(C)cc2)cc1	0.7%	15.6
67	O=C1[C@H]2[C@@H](c3ccc(Cl)cc3)N3C(=O)N(c4cccc(Cl)c4)C(=O)[C@@]3(Cc3ccc(Cl)cc3)[C@H]2C(=O)N1C1CCCCC1	20.4%	15.9
68	O=C(COc1ccccc1Cl)NCCCN1CCOCC1	?	.
69	CC1Cc2ccccc2N1c1ncnc2c1nnn2Cc1ccccc1 (stereo not given)	?	.
70	O=C(Nc1cccc(C(=O)O)c1)Nc1ccc2c(c1)OCO2	?	.
71	CC1(C(=O)O)Sc2[nH]c(=O)sc2C2c3ccccc3OC(=O)C21 (stereo not given)	?	.
72	CCn1c(C)[n+](CCCS(=O)(=O)[O-])c2cc(Cl)c(Cl)cc21	?	.
73	C=CCn1c(CSc2nnc(-c3ccccc3)n2C)n[nH]c1=S	7.7%	-5.0
74	O=C(CC1SC(N2CCCCC2)=NC1=O)Nc1cccc(C(=O)NCc2ccc(F)cc2)c1 (stereo not given)	?	.
75	CC(C)c1cc(C(=O)N2CCCC(N3CCN(c4ccc(F)cc4)CC3)C2)no1 (stereo not given)	i	-5.4
76	Cc1c(-c2cc(Br)ccc2O)nc2cc3c(cc2c1C)OCO3	?	.
77	O=C(COC(=O)CN1C(=O)C2CCCCC2C1=O)Nc1ccc(S(=O)(=O)N2CCOCC2)cc1 (stereo not given)	?	.
78	CCOC(=O)c1cccc(NC(=O)CCc2nnc3ccc(N4CCN(C)CC4)nn23)c1	?	.
79	Cc1occc1C(=O)NC1CCCCCC1	?	.
80	COC(=O)N(NC(=O)C(O)(CCC(C)C)CCC(C)C)c1ccccc1	-19.6%	0.3
81	COc1cccc(CN2CC(C(=O)N(C)Cc3nc4ccc(F)cc4[nH]3)CCC2=O)c1 (stereo not given)	?	.
82	CC1(C)Cc2c(C#N)c(NCCCO)nc(-c3ccccc3)c2CO1	1.5%	1.7
83	Cn1c(C(N)=O)cnc1Sc1ncc(C(F)(F)F)cc1Cl	-13.2%	2.9
84	Cc1nnc(-c2cnn(-c3ccccc3)c2N)n1Cc1ccccc1	11.1%	0.9
85	CC(C)C[C@@H](CO)N1CCN(C)CCC1=O	i	25.6
86	COC1C(C)=C(C)C(=O)N1Cc1ccc(F)cc1 (stereo not given)	i	12.0
87	COC(=O)COc1ccc(-c2ccccc2)cc1C=O	-2.0%	1.8
88	COCC(=O)Nc1cc(Cl)c(OC)cc1OC	?	.
89	COc1ccc(N2CCN(CC(O)COCc3ccccc3)CC2)cc1 (stereo not given)	-9.0%	-19.0
90	CN(C)CC(O)CN1C(=O)NC(C)(C)C1=O (stereo not given)	-0.6%	-6.4
91	O=C(c1cccs1)N1CCc2c([nH]c3ccccc23)C1c1ccc(Cl)cc1 (stereo not given)	?	.
92	O=C(c1ccncc1)c1ccc(NC(=O)c2cccs2)cc1	4.0%	-12.6
93	COc1ccc(-n2nc(C(=O)NCC(=O)NCc3ccco3)c3ccccc3c2=O)cc1	-18.3%	-21.9
94	COc1ccc(C(=O)N2CCN(C)C(=O)[C@@H]2C)cc1OC1CCN(C(C)C)CC1	10.3%	7.6
95	Nc1nc(N)c(N=Nc2ccc(SCC(=O)O)cc2)c(=O)[nH]1	?	.
96	CCN(Cc1ccncc1)C(=S)Nc1ccc(Cl)cc1	?	.
97	O=C(COC(=O)/C=C/c1ccco1)NCc1ccc(Cl)cc1	?	.
98	Cc1ccccc1Cn1c(C)nc2ccccc21	10.3µM*	-15.1*
99	Cc1ccc(S(=O)(=O)N(C)CC(=O)NCC(c2ccco2)N(C)C)cc1 (stereo not given)	?	.
100	CCN(CC)S(=O)(=O)c1ccc(S(=O)(=O)Nc2ccc3c(c2)oc2ccccc23)cc1	?	.

# (listing goes on)
nr	molecule	S3 lipid droplet	S3 lipid droplet cell count max
101	CN(C)CCN1C(=O)C(O)=C(C(=O)c2cc3ccccc3o2)C1c1ccccn1 (stereo not given)	-17.7%	.
102	Cc1ccc(S(=O)(=O)NCCCOC(=O)Nc2ccncc2)cc1	-9.9%	-19.3
103	COC(=O)c1ccccc1NC(=O)C(C)NS(=O)(=O)c1ccc(OC)cc1 (stereo not given)	i	-13.0
104	CCN(CC(=O)Nc1ccccc1OC)C(=O)CN1C(=O)NC2(CCCC2)C1=O	10.9%	6.7
105	O=C(O)/C(=C\c1ccc(Cl)cc1)c1ccc(S(=O)(=O)N2CCCC2)s1	?	.
106	CC1(C)CC2(CCO1)C(Nc1ccccc1)=NC(=S)N2c1ccccc1 (stereo not given)	-3.2%	-8.4
107	NC(=O)CSc1nnnn1-c1ccc2c(c1)OCCO2	1.8%	14.7
108	CS(=O)(=O)N(CCc1ccccc1)CC(=O)NCc1ccccc1Cl	?	.
109	CC(=O)Nc1cccc(NC(=O)CSc2nnc3ccc(-c4cccnc4)nn23)c1	?	.
110	Cc1ccc(-n2ncc3c2CC(C)(C)CC3NC(=O)c2c(C)noc2C)cc1 (stereo not given)	?	.
111	COc1ccc(C(=O)C2CCN(C(=O)c3ccc(F)cc3)CC2)cc1	?	.
112	NCC/C=C1/c2ccccc2CSc2ccccc21	-1.7%	-5.7
113	O=C(NC1=NCCS1)c1ccc(C(F)(F)F)cc1	-13.2%	-12.4
114	CCOCCCNCc1ccc(OCCC(C)C)c(OC)c1	-1.5%	10.3
115	C=C(C)COc1ccc(-c2[nH]ncc2Oc2ccc(OC)cc2)c(O)c1	?	.
116	Cc1cc(/C=C(\C#N)C(=O)NCc2ccco2)c(C)n1C1CCCC1	?	.
117	COc1ccccc1C(=O)NCCC(=O)NCC(c1ccco1)N1CCCCC1 (stereo not given)	?	.

# Screens as filed in PubChem BioAssay.

# Not all compounds are listed; rates above refer to the full screens.
